Screens: PubChem, several laboratories
MLLE-PAM2 inh: blocks PAM2 peptide binding to the PABP1 MLLE domain; P11940; AID 588489; 0.36% of 360,000 active; GST-MLLE / FITC-PAM2 fluorescence polarization; inhibition, % at 20 µM; in the data active = inhibition above about 35%, passing the limit was not always enough;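 note: plate controls were DMSO wells with GST-MLLE for no effect and wells lacking GST-MLLE protein for full effect; some results filed as inactive read as strong as hits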
MT1-MMP act inh: MT1-MMP (human) activation inhibition; P50281; GFP/RFP ratio change, % at 20 µM; HT1080 RFP-PRO-GFP cells, GFP/RFP ratio fluorescence, overnight; percent of plate control window, DMSO zero; 0.061% of 360,000 active; AID 651647;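 active = GFP/RFP ratio change of at least 30% with cell ATP level not reduced by more than half and red fluorescence within 50% of control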; note: strong numbers were not always called active
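Assay system: RFP-PRO-GFP reporter HT1080 cells; read-out basis: GFP/RFP fluorescence ratio; benchmarks: DMSO wells and RFP-L50D-GFP cells; doses: 20 µM single dose, 1% DMSO; schedule: overnight cell settling, then overnight compound exposure, 37 °C, 5% CO2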
NRP1-CendR mod: modulators of CendR peptide binding to human neuropilin-1 | AID 602438 | O14786 | inhibition, % at 25 µM | FAM-RPARPAR peptide binding to NRP-1, fluorescence polarization | 0.85% of 360,000 active;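 active = inhibition or corrected inhibition above about 18%, plus a signal ratio from 0.5 to 1.5, limit read from the data, passing the limit was not always enough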; note: strong numbers were not always called active
Target sequence (O14786 whole entry, looked up): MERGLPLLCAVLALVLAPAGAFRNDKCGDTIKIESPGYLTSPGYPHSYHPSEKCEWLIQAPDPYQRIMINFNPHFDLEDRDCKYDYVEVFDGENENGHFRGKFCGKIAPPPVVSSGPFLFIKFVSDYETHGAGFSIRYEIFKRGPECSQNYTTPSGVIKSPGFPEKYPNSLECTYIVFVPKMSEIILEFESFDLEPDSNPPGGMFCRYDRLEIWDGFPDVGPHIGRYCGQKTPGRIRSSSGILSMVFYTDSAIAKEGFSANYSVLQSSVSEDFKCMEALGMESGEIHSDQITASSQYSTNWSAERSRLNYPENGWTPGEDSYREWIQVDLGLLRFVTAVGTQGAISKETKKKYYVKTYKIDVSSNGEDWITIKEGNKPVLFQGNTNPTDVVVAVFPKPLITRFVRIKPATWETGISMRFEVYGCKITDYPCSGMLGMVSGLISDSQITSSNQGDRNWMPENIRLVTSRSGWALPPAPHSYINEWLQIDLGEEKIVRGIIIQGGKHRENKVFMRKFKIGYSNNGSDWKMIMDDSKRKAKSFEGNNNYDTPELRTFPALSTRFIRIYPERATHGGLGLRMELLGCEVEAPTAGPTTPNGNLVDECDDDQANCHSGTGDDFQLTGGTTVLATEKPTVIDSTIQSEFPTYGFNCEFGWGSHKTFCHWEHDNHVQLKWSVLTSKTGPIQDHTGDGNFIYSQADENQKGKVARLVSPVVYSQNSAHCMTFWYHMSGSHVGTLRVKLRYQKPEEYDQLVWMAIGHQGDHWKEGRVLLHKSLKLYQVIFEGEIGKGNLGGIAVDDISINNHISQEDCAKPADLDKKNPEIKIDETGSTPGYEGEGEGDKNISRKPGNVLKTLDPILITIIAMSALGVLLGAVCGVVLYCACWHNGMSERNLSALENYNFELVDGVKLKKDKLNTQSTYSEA
MsrA act: bovine methionine sulfoxide reductase A activation | purified bovine MsrA, absorbance read-out | 0.3% of 360,000 active | activation, % at 10.6 µM | AID 602163; in the data active = activation above about 7.5%;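 note: 0% = vehicle and 100% = reference activator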
MsrA inhibitor: inhibits bovine methionine sulfoxide reductase A; AID 651718; 0.75% of 360,000 active; purified bovine MsrA, absorbance read-out; inhibition, % at 15.5 µM; in the data active = inhibition above about 4.5%;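 note: 0% = vehicle wells with enzyme and 100% = reference inhibitor wells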
SKN-1 inh: blocks SKN-1 activity in C. elegans; C. elegans VP596 Pgst-4::GFP/RFP ratio, acrylamide-induced, 24 h; inhibition, % at 21.8 µM; 0.49% of 360,000 active; AID 624304;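 active = interference check ratio from 0.5 to 1.5 plus GFP to RFP signal ratio inhibition reaching or exceeding a fixed threshold, cut at about 30% in these data, passing the limit was not always enough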; note: some compounds called inactive have numbers as strong as hits
TbMetRS inhib: Trypanosoma brucei MetRS inhibition. purified T. brucei MetRS, ATP depletion, Kinase-Glo luminescence. inhibition, % at 11.9 µM. 0.4% of 360,000 active;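 active = inhibition above a per-plate cutoff of the control wells' mean inhibition plus 3 SD, cut at about 5.5% in these data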;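 note: 0% = DMSO wells median and 100% = median of wells with control inhibitor compound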
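Assay system: T. brucei methionyl-tRNA synthetase, purified | Medium: HEPES buffer with MgCl2, KCl, DTT, spermine, BSA, pyrophosphatase | Compound: 11.9 µM single point | Incubation: 15 min enzyme-compound preincubation, 2 h reaction, 10 min detection, 25 °C | Measured by: Kinase-Glo luciferase luminescence reporting remaining unconsumed ATP | Measure: % inhibition normalized to control-well medians | Replication: Singlicate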
FAS-TE inh: FAS thioesterase (human) inhibition; recombinant FAS-TE, OMFH fluorogenic substrate, fluorescence endpoint; 0.67% of 360,000 active; P49327; inhibition, % at 15 µM;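 active = compounds whose normalised, plate-corrected inhibition of enzyme fluorescence in the single-dose primary screen is 50% or more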;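 note: 0% = DMSO with enzyme and 100% = substrate without enzyme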
E coli Lon inh: E. coli protease La inhibition; purified E. coli Lon protease, fluorescence polarization; AID 602123; inhibition, % at 7.94 µM; 0.42% of 360,000 active; in the data active = inhibition above about 13%, passing the limit was not always enough;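 note: 0% = enzyme with probe and DMSO and 100% = no enzyme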
Active calls of the source: *; nt = no result given.

The first four records as a preview:
SMILES	MLLE-PAM2 inh	MT1-MMP act inh	NRP1-CendR mod	MsrA act	MsrA inhibitor	SKN-1 inh	TbMetRS inhib	FAS-TE inh	E coli Lon inh
Cc1noc(-c2ccc(Cl)cc2)c1C(=O)O/N=C(\N)c1ccc(C(C)(C)C)cc1	-1	0	-8	-1	-0.2	4	-0.4	20	-1
CCOc1cc(C(=O)OCC(=O)Nc2cccc(C)c2)ccc1OCC(=O)N1CCOCC1	-1	-3	1	-2	-0.3	8	0.2	-5	0
CCc1nc2ccc(C(=O)NCCc3c[nH]c4ccccc34)cn2c1N(C)Cc1ccc(N(C)C)cc1	12	3	-6	-2	1.1	-1	-0.3	12	2
CCOC(=O)C1CCN(CC(=O)c2c(C)[nH]c3ccccc23)CC1	-25	-25	5	2	0.2	-3	-0.1	-7	-6

The listing, repeating the preview:
SMILES	MLLE-PAM2 inh	MT1-MMP act inh	NRP1-CendR mod	MsrA act	MsrA inhibitor	SKN-1 inh	TbMetRS inhib	FAS-TE inh	E coli Lon inh
Cc1noc(-c2ccc(Cl)cc2)c1C(=O)O/N=C(\N)c1ccc(C(C)(C)C)cc1	-1	0	-8	-1	-0.2	4	-0.4	20	-1
CCOc1cc(C(=O)OCC(=O)Nc2cccc(C)c2)ccc1OCC(=O)N1CCOCC1	-1	-3	1	-2	-0.3	8	0.2	-5	0
CCc1nc2ccc(C(=O)NCCc3c[nH]c4ccccc34)cn2c1N(C)Cc1ccc(N(C)C)cc1	12	3	-6	-2	1.1	-1	-0.3	12	2
CCOC(=O)C1CCN(CC(=O)c2c(C)[nH]c3ccccc23)CC1	-25	-25	5	2	0.2	-3	-0.1	-7	-6
O=C(O)c1cccc(NC(=O)c2ccccc2NC(=O)c2cccc([N+](=O)[O-])c2)c1	14	nt	-8	-13	0.3	-18	-1.1	2	-3
C=CCn1nnnc1SCC(=O)Nc1ccc(OC)cc1	3	1	-2	0	0.3	-6	1.6	-6	-16
CCOC(=O)N1CCC(NC(=O)Cn2ncc3ccccc32)CC1	21	3	8	0	-0.3	15	-0.3	-8	6
CC(C)CN(C(=O)CN1CCN(c2ccc(F)cc2)CC1)c1c(N)n(CC(C)C)c(=O)[nH]c1=O	3	2	8	2	0.4	1	-0.1	-11	3
O=C(c1cccs1)n1nc(NCc2ccccc2)nc1NCc1ccccc1	7	-6	-7	-6	0.8	7	-0.8	28	11
CCN(CC)C(=O)c1[nH]cnc1C(=O)Nc1ccccc1	8	-1	6	-1	1.1	2	0.4	-10	6
COCCCN1C(=O)c2ccc(C(=O)Nc3ccc(C)cc3C)cc2C1=O	1	4	8	-1	-1.3	-5	0.4	-4	6
C[C@H](NC(=O)c1nc[nH]c1C(=O)N1CCNCC1)C(=O)OCc1ccccc1	-6	-1	16	-3	-0.5	9	-0.1	-12	-3
Cc1cc(NC(=O)COc2coc(CN3CCN(c4ccccc4)CC3)cc2=O)no1	8	2	2	-2	1.3	5	-0.1	-5	1
CCN1CCN(CCNC(=O)c2cc(Cl)c(NC(=O)C3=C(C)OCCS3)cc2OC)CC1	-10	3	-3	-3	3.9	14	0.2	-6	-1
COc1ccc(C2Nc3cccc4cccc(c34)N2)cc1	-5	2	-2	-4	3.4	19	0.0	37	-4
O=C1NC2(CCC3(CC2)OCCO3)NN1c1ccc(Cl)cc1	14	0	-4	-1	3.3	-9	-0.5	-5	-10
CC(=O)Nc1ccc2c(c1)OCCOCCOc1cc(NC(C)=O)ccc1OCCO2	1	5	8	-7	-0.4	0	-1.0	-3	-1
COc1ccc(NC(=O)c2cc(S(=O)(=O)N(C)C)ccc2N2CCCC2)cc1Cl	-8	-1	10	-4	0.3	-11	-0.8	23	-17
CCOC(=O)c1sc(C)c2c(=O)n(Cc3ccc(Cl)cc3)cnc12	6	-1	-7	0	-0.1	15	2.7	4	-6
COc1ccc(OC)c(CNc2nc3ccccc3n2CCN2CCCCC2)c1	-8	-1	-12	-8	0.9	-1	-0.7	-2	2
O=C(COC(=O)c1cccnc1)c1ccc(Cl)cc1	-15	0	-4	-2	-2.1	-1	-0.4	-2	-4
O=C(Nc1ccnn1C1CCN(Cc2ccccc2)CC1)C1CCCC1	-5	1	11	0	-0.5	5	0.2	-2	1
O=C(Nc1ccccc1)c1ccccc1N=Cc1ccccc1O	4	10	3	2	-0.4	3	0.9	-8	-6
CC(=O)Oc1cccc(/C=C2\C=C(c3ccc(C)cc3)OC2=O)c1	-83	-1	-5	-2	0.1	-2	-0.1	2	-5
CCC(=O)NC(=S)Nc1ccc(NC(=O)COc2ccccc2)cc1	19	-1	10	-3	-0.8	-4	0.3	-6	3
O=C(CCN1CCN(c2ccccc2)CC1)Nc1ccc2c(c1)OCO2	-9	7	-8	-1	1.0	3	-0.2	-8	-4
COc1ccc(C)cc1NC(=O)C1CCCN(S(=O)(=O)c2ccc(-n3cnnn3)cc2)C1 (stereo not drawn)	-2	-3	1	-3	1.0	17	-0.2	10	-8
CC(=O)OC(C)[C@H]1CC[C@H]2[C@@H]3CC[C@H]4C[C@@H](OC(C)=O)CC[C@]4(C)C3=CC[C@]12C (stereo partly drawn)	-7	-2	3	-9	0.3	14	0.1	15	3
COC(=O)c1sc2ncn(-n3c(C)ccc3C)c(=O)c2c1C	-5	3	6	1	-0.1	22	-0.2	-2	6
COc1ccc(OCCSc2ccc(S(=O)(=O)N3CCCC3)cn2)cc1	14	1	13	-3	-0.6	5	-0.2	32	-5
CC12CCC3c4ccc(O)cc4CCC3C1CCC2=O (stereo not drawn)	-9	3	2	-3	-1.5	5	-0.8	1	-7
Cc1cnc(C(=O)Nc2cc(F)ccc2C)cn1	0	1	-4	-12	0.4	-4	0.2	-9	3
O=C(CN1CCN(S(=O)(=O)c2ccc(C(F)(F)F)cc2)CC1)N1CCNC1=O	5	4	-12	-8	-0.4	-2	-0.5	-6	4
O=C(CNc1cccc([N+](=O)[O-])c1)N/N=C/c1ccc([N+](=O)[O-])o1	-10	-5	-4	-1	2.9	-15	-0.2	18	-9
O=C(c1ccncc1)c1ccc(NS(=O)(=O)c2ccc(Br)s2)cc1	-40	-11	-18	-6	3.4	5	1.8	-3	-18
COc1ccc(OC)c(CNC(=O)c2coc(=O)c3ccccc23)c1	-10	5	-2	0	0.9	-2	-0.1	1	9
Cc1cc2cc(CN(Cc3ccc4c(c3)OCO4)Cc3nnnn3C3CCCC3)c(=O)[nH]c2cc1C	1	5	4	-4	1.4	-4	0.2	9	-3
Cc1cc(C)c2nc(NNC(=O)c3cc(=O)c4ccccc4o3)sc2c1	-113	-1	-57	2	0.5	-9	-0.3	13	-15
O=C(Nc1cccc2ccccc12)N1CCN(c2ccc(F)cc2)CC1	-2	0	-1	-8	0.3	-13	-1.2	-6	0
CCn1c(CSc2nc3ccccc3n2C)nc2ccccc21	-14	6	-4	3	-0.3	-39	0.0	0	-4
CCOc1ccc(C2c3[nH]c4ccccc4c3CCN2CCCn2cccn2)cc1 (stereo not drawn)	-1	-2	5	-2	0.5	-5	0.0	4	-3
N#CC1=C2CCCCC2(O)NC1=O (stereo not drawn)	11	1	0	2	-0.7	-3	0.0	-10	-17
O=S(=O)(c1cccc(-c2nc3n(n2)Cc2ccccc2-3)c1)N1CCCCC1	-4	2	-2	-5	1.2	-21	-0.2	17	4
C/C(CC(=O)NC(C)(C)C)=N\NC(=O)c1ccco1	13	1	-3	-4	0.8	3	-0.2	-8	-10
CCCN(CC1CC1)C(=O)CSc1ncnc2sccc12	-24	-9	-17	0	0.5	-11	-1.1	-1	-4
Cc1ccnc2nc(C(=O)OCCOc3ccc(F)cc3)nn12	5	2	-8	-4	0.5	-4	-0.8	-4	8
O=S(=O)(c1ccc(Br)c2nsnc12)N1CCOCC1	-4	1	1	-5	1.1	4	-0.2	-12	-1
Cc1cc(C(=O)NNc2ccc(C)c(C)c2)no1	25	0	8	-4	0.2	-3	-0.8	-2	8
Clc1cc(-c2ccccc2)nc(-c2ccccc2)n1	11	-2	4	-4	0.5	20	-0.1	29	-5
CCN(CC(=O)Nc1ccc(NC(C)=O)cc1)C(=O)/C=C/c1cn(-c2ccccc2)nc1-c1ccc(F)cc1	-14	-1	3	-2	1.8	11	-0.3	39	-2
C/C(Cl)=C/CSc1nc2c(c(=O)[nH]c(=O)n2C)n1C(C)C	9	0	7	-3	-0.5	18	-0.8	-6	1
O=C(NC(=S)NC(CO)c1ccccc1)c1ccc(F)cc1 (stereo not drawn)	32	2	12	0	-0.9	18	0.8	1	4
COc1cccc(CNC(=O)[C@H](C)NC(=O)C2CCN(S(=O)(=O)c3ccccc3)CC2)c1	3	0	16	-2	0.7	-14	0.6	0	-7
CCCCc1ccc(NS(=O)(=O)c2cccc(C(=O)N3CCNC(=O)C3)c2)cc1	5	3	11	-7	-0.4	-2	-0.5	1	-6
Cc1ccsc1C(=O)N(Cc1nnc(-c2ccccc2Cl)o1)C1CC1	-3	4	0	-3	-0.1	-4	-0.3	-6	5
Oc1ccc2ccccc2c1C=NCc1cn2ccsc2n1	7	nt	-28	3	0.0	11	0.4	-4	3
N#C/C(=C\c1ccc[nH]1)C(=O)NCC1CCCO1 (stereo not drawn)	9	1	6	-3	3.2	-7	-0.6	-4	8
Cc1[nH]oc(=O)c1N=Nc1ccc2[nH]c(=O)[nH]c2c1	4	3	0	-4	2.8	20	0.2	-2	4
CNCCCOc1ccc2c(c1)CCC2	-5	-1	5	-1	0.3	-1	-0.2	-6	-8
COc1ccc(N(C)S(=O)(=O)c2cccc(C(=O)Nc3nnc(C)s3)c2)cc1	1	3	-15	-4	-0.1	-3	-0.2	0	-1
The list continues:
SMILES	MLLE-PAM2 inh	MT1-MMP act inh	NRP1-CendR mod	MsrA act	MsrA inhibitor	SKN-1 inh	TbMetRS inhib	FAS-TE inh	E coli Lon inh
Cc1ccccc1CNC(=O)Cn1cnc(S(=O)(=O)N2CCCC2)c1	-1	0	0	0	-1.3	13	0.3	-5	-1
NC(=O)c1ccccc1N(Cc1ccccc1)S(=O)(=O)c1ccccc1	12	-1	6	-2	-0.8	3	-0.9	-5	-3
COc1ccc(NC(=O)c2ccccc2NC(=O)c2ccccc2C(=O)O)c(OC)c1	-1	-3	11	-3	0.8	3	-0.6	-1	-6
Cc1ccc(C)c2[nH]c(=O)c(C(c3nnnn3CCc3ccccc3)N3CCOCC3)cc12 (stereo not drawn)	12	4	-2	-12	0.3	-3	-1.9	6	-5
Cc1ccc(S(=O)(=O)N2CCC(C(=O)OCC(=O)N(C)c3ccccc3)CC2)cc1C	2	-1	-12	-1	-1.2	-8	-0.2	5	-5
CC1Oc2ccccc2N(CC(=O)c2ccc(F)cc2)C1=O (stereo not drawn)	-9	8	4	-5	0.6	10	-0.9	3	-9
COc1ccc(S(=O)(=O)N2CCC[C@H]2C(=O)NC2=NCCS2)cc1	35	1	9	-11	0.5	-2	-1.6	-7	-7
O=C(NCc1ccccn1)C(=O)NCC1OCCN1S(=O)(=O)c1ccc([N+](=O)[O-])cc1 (stereo not drawn)	-7	3	6	-6	-0.7	-5	-0.4	-2	2
O=C(CCNC(=O)c1ccccc1Cl)Nc1ccc2c(c1)OCCO2	-10	-1	-6	-1	0.1	6	-0.2	-5	9
O=c1[nH]ncc(NCCc2ccccc2)c1Cl	-5	2	7	-1	1.8	0	0.2	-6	-14
O=C(Nc1ccc(Cl)cn1)c1cccc(F)c1	9	-4	-8	-1	0.1	22	-1.7	-10	-7
